# Lipid storage S3 = qHTS Assay for Lipid Storage Modulators in Drosophila S3 Cells; Drosophila S3 cells, BODIPY lipid droplet fluorescence, 18-24 h; cells fed with added oleic acid; Potency in µM for hits, for the others lipid storage change, negative = inhibition, % at the top dose, mostly 46.1 µM; hit rate 0.64% among 320,000; active = well fitted inhibition curve with a large enough effect in the signal ratio, with a control signal flat, not every such curve was filed as active; inconclusive = small, poorly fitted or top-dose-only effect, or effect the other way, or a change in a side signal; the % refers to the signal ratio
#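 Laser-scanning cytometry quantifies lipid droplet accumulation (500–530 nm total intensity; droplet/cell object ratio) in oleic acid-fed (400 uM added) Drosophila S3 cells treated with a concentration series. 20 uM Triacsin C defined 100% inhibition.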
# Lipid storage S3 cell count max = further read-out of Lipid storage S3, marked with its call; cell number change, %; measured here: cell count max response;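 cells counted by Cell Tracker Red CMTPX staining in the red channel; peak over a dose series mostly up to 46.1 µM; percent activity relative to internal control wells on each plate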
# The depositor's hits bear a star; i = inactive; ? = inconclusive; / = not tested or not shown; [ ] = another dose, or the depositor's remark. % is set by controls: 0 for no effect and ±100 for the full control effect; potency is the fitted concentration of half-maximal effect.
# Values in the order – Lipid storage S3	Lipid storage S3 cell count max
Cn1c(=O)[nH]c(=O)c2c1nc(N1CCCCC1)n2C/C=N/Nc1ccc(C(=O)O)cc1
    6.4%	-6.5
CCOC(=O)N1CCC(N2Cc3cccc(C(=O)N4CC(C)CC(C)C4)c3C2=O)CC1 (stereo not drawn)
    ?	/
CC(=O)Nc1cc(C(F)(F)F)ccc1OCC1CCCO1 (stereo not drawn)
    ?	/
COc1ccc2occ(C(=O)c3ccc(N=C(C)N(C)C)cc3)c2c1
    ?	/
CCN(CC)C(=O)c1cc(-c2ccc(Br)cc2)on1
    i	1.8
O=C(Cn1cc[n+](CC(=O)c2ccc(Cl)cc2Cl)c1)c1ccc(Cl)cc1Cl
    16.6%	-3.3
CCn1cnc2cc(NS(=O)(=O)c3ccc(C)cc3)ccc21
    i	15.6
COC(=O)c1ccc(CNC(=O)COc2ccccc2Br)o1
    ?	/
CCN(CC)CCCNC(=S)N(CCCO)Cc1cc2cc3c(cc2[nH]c1=O)OCO3
    -22.0%	-6.6
Cc1ccc(S(=O)(=O)NCC(c2cccnc2)N2CCOCC2)cc1 (stereo not drawn)
    0.9%	10.6
Clc1ccc(Cl)c(OCCN2CCOCC2)c1
    i	-2.2
COc1ccccc1N1CCN(C(=O)C2CCC(CNS(=O)(=O)c3ccc(NC(C)=O)cc3)CC2)CC1 (stereo not drawn)
    ?	/
O=C1NN(c2cccc(Br)c2)C(=O)/C1=C\c1ccccc1
    1.2%	-3.6
Cc1cnc(SCCc2ccncc2)nc1C
    ?	/
CCN(CC(=O)NCc1ccc(Cl)cc1)C(=O)COc1cccc(C(F)(F)F)c1
    17.6%[0.0737 µM]	/
COc1ccccc1-c1nc(C#N)c(N2CCCCCC2)o1
    ?	/
COc1cc(NC(=O)CSc2nc(=O)n(CCN3CCOCC3)c3c2CCC3)cc(OC)c1
    ?	/
O=C(CSc1cccc2cccc(Cl)c12)NCc1cccs1
    ?	/
CC(C)CCNC(=O)CCc1nnc(COc2ccccc2)o1
    19.4%	3.4
CCn1c(C)cc(/C=C2/SC(=O)N(C(C)C(=O)OC)C2=O)c1C (stereo not drawn)
    -14.0%	3.1
CC(C)NS(=O)(=O)c1ccc(NC(=O)C(C)OC(=O)CCC(=O)c2cccs2)cc1 (stereo not drawn)
    ?	/
CCOc1ccc(Nc2nc3ccccc3c(=O)s2)cc1
    4.7%	1.6
Cc1cc(C(=O)NCc2ccco2)c2ccccc2n1
    ?	/
O=C(Cc1nn[nH]n1)c1ccccc1O
    -8.9%	-6.3
CCOc1cccc(C(=O)Nc2cccc(-c3nnc(-c4ccc(C)cc4)o3)c2)c1
    ?	/
CC(C)(C)S(=O)(=O)c1cnc(-c2cnccn2)nc1N
    16.8%	18.6
COc1ccccc1NC(=O)c1sc2ncn(CC(=O)N3CCC(C)CC3)c(=O)c2c1C
    -0.6%	12.5
O=C(CSc1nnc(Cn2c(=O)sc3ccccc32)n1CCc1ccccc1)N1CCCC1
    -3.8%	1.2
CC(C)(C)c1ccc(C(=O)N2CCC(C(=O)NC3CCCCCC3)CC2)cc1
    ?	/
CC1(C)C2CCC(C2)C1(C)NC(=O)C[N+](C)(C)C (stereo not drawn)
    -8.8%	7.7
O=C(Nc1c(F)c(F)c(F)c(F)c1F)C1CCCCC1
    -3.2%	-10.6
Cc1ccccc1C(=O)NC(NCC1CCCO1)C(Cl)(Cl)Cl (stereo not drawn)
    0.2%	11.9
O=C(CN1C(=O)NC2(CCCCCC2)C1=O)c1ccc2c(c1)OCCO2
    i	1.8
CCN1CCN(S(=O)(=O)c2ccc(OC)cc2)CC1
    ?	/
O=C(NCc1ccccc1Cl)C1CCCN(C(=O)Nc2ccc(F)cc2)C1 (stereo not drawn)
    -32.4%	18.5
NS(=O)(=O)c1ccc(CNC(=O)c2ccc(Br)o2)cc1
    ?	/
C=CCNC(=O)CSc1nc2sc3c(c2c(=O)n1CCCOC)CCC3
    -22.1%	-14.6
O=C(CC1SC(=NCC2CCCO2)NC1=O)Nc1cccc2ccccc12 (stereo not drawn)
    ?	/
COc1ccc(C(=O)/C=C/Nc2ccc([N+](=O)[O-])cc2)cc1
    ?	/
COc1ccc(C2(c3ccc(O)cc3O)CC(c3ccccc3Cl)NC(=S)N2)cc1 (stereo not drawn)
    -14.2%[9.22 µM]	0.5
Cc1ccc(C(=O)Nc2c(N)nc(SCC(=O)Nc3cc(C)on3)[nH]c2=O)cc1
    ?	/
Cc1cc(C)n(CCc2nc(-c3cc4ccccc4o3)cs2)n1
    ?	/
CCOc1ccc(NC(=O)c2ccc3c(c2)C(=O)N(Cc2ccncc2)C3=O)cc1
    ?	/
O=S(=O)(/N=C(/c1ccccc1)N1CCCCCC1)c1ccccc1
    ?	/
CC(C)n1c(SCC(=O)NC2CC2)nnc1C1CC1
    17.4%	4.5
COc1cccc(N2CCN(C3CC(=O)N(c4ccc(Cl)cc4)C3=O)CC2)c1 (stereo not drawn)
    i	26.1
COc1ccc(/C=C/C2=NN(C)C(=O)CC2)cc1
    i	/
CCN(CC)c1ccc(NC(=O)c2ccccn2)cc1S(=O)(=O)Nc1ccccc1OC
    ?	/
O=C(COc1ccc(Br)cc1)NCCCNC(=O)c1cccnc1
    ?	/
Cc1cnc(Nc2nc3ccccc3o2)nc1C(=O)Nc1cccc(C(F)(F)F)c1
    ?	/
O=C(COC(=O)C1CC1)NC(=O)c1ccccc1
    ?	/
CCOC(=O)C1=C(C)NC(SCC(N)=O)=C(C#N)C1c1ccccc1 (stereo not drawn)
    ?	/
CCOc1cc(/C=C2/C(=N)N3OC(C)=CC3=NC2=O)ccc1OC
    ?	/
O=C(NCCCn1ccnc1)/C(=C\c1ccc(Br)cc1)NC(=O)c1ccccc1F
    2.4%	10.1
CC(=O)Nc1cccc(NC(=O)CSc2nnc(NC(=O)C3CC3)s2)c1
    ?	/
O=C(c1noc2c1CCCC2)N1CCN(c2ccc(F)cc2)CC1
    ?	/
C=CCNC(=O)c1ccc(OC)cc1OC
    i	/
CCN1CCN(C(=O)C2CCC(=O)N(CCCN3CCCC3=O)C2)CC1 (stereo not drawn)
    ?	/
Cc1cc(C)nc(NS(=O)(=O)c2ccc(NC(=O)C3(c4ccccc4)CCCC3)cc2)n1
    2.8%	5.8
O=C1CCN(C(=O)c2ccc(Cl)cc2)N1
    ?	/

# In the list so far, 4 contain a thiophene ring, fused or not:
# Values in the order – Lipid storage S3	Lipid storage S3 cell count max
O=C(CSc1cccc2cccc(Cl)c12)NCc1cccs1
    ?	/
CC(C)NS(=O)(=O)c1ccc(NC(=O)C(C)OC(=O)CCC(=O)c2cccs2)cc1 (stereo not drawn)
    ?	/
COc1ccccc1NC(=O)c1sc2ncn(CC(=O)N3CCC(C)CC3)c(=O)c2c1C
    -0.6%	12.5
C=CCNC(=O)CSc1nc2sc3c(c2c(=O)n1CCCOC)CCC3
    -22.1%	-14.6

# (more compounds)
# Values in the order – Lipid storage S3	Lipid storage S3 cell count max
CN(C)S(=O)(=O)c1cccc(NC(=O)c2ccc3c(c2)S(=O)(=O)N=C2CCCCCN23)c1
    -1.0%[0.0737 µM]	19.9
CN(C)C(CNC(=O)c1cc(S(=O)(=O)N(C)c2ccccc2)ccc1Cl)c1ccccc1 (stereo not drawn)
    ?	/
COc1ccc(CC2(CO)CCN(Cc3nc(C(C)C)cs3)CC2)cc1
    ?	/
NC(=O)C1CCN(C(=O)c2ccc3c(=O)n(Cc4ccco4)c(SCc4ccc([N+](=O)[O-])cc4)nc3c2)CC1
    i	-6.4
Cc1ccccc1CS(=O)(=O)c1cn(CC(=O)N2CCC(C)CC2)c2ccccc12
    -10.6%	-10.5
CC1CCCCN1C(=O)Nc1cccc(Cl)c1 (stereo not drawn)
    8.8%	-6.2
Cc1cc(C)c(C)c(S(=O)(=O)N2CCC(C(=O)N3CCCCCCC3)CC2)c1C
    ?	/
Cc1ccccc1NC(=O)COC(=O)Cc1ccsc1
    ?	/
CC1CCCCC12NC(=O)N(CC(=O)OCc1ccccc1Cl)C2=O (stereo not drawn)
    ?	/
C/C=C/C(=O)OCC(=O)Nc1c(Cl)cccc1Cl
    ?	/
CC(C)(C)CC(=O)O/N=C(\N)c1ccccn1
    -0.2%	-1.9
Cc1ccc(-n2c(SCC(N)=O)nnc2-c2ccccn2)cc1
    ?	/
Cc1csc2c(N3CCN(C(=O)Nc4ccc(Cl)c(Cl)c4)CC3)ncnc12
    ?	/
CC(=O)c1ccc(N2CCN(C(=O)c3c(-c4ccccc4Cl)noc3C)CC2)cc1
    ?	/
CC(C)CCNC(=O)C1CCN(Cc2cccc(OCc3ccccc3)c2)CC1
    i	2.8
O=C(O)CCNC(=O)CCCn1nnc2ccccc2c1=O
    -0.8%	3.8
CCc1ccccc1NC(=O)N1CCCC(CCC(=O)N(C)CCc2ccccn2)C1 (stereo not drawn)
    ?	/
O=C1CCc2cc(S(=O)(=O)N3CCC(C(=O)NC4CCCc5ccccc54)CC3)ccc2N1 (stereo not drawn)
    ?	/
O=C1N/C(=N/O)S/C1=C/c1cccc([N+](=O)[O-])c1
    3.7%	20.6
O=C(NC1(C(F)(F)F)NC(=O)N(Cc2cccnc2)C1=O)c1ccccc1 (stereo not drawn)
    -16.6%	-21.0
O=C(Cc1ccccc1)N/N=C/c1ccc(Cl)cc1Cl
    ?	/
O=C(N/N=C(\c1ccccc1)c1ccccn1)c1ccccc1Cl
    -20.3%	1.4
Cc1ccc(S(=O)(=O)Nc2ccc(C(=O)NCc3ccncc3)cc2)cc1
    -18.3%	7.0
Cc1ccc(S(=O)(=O)N2CCOCC2)cc1NC(=O)C1CC(=O)N(c2ccc3c(c2)OCCO3)C1 (stereo not drawn)
    ?	/
COC(=O)c1ccc(CNC(=O)N2CCN(S(=O)(=O)c3ccc(C)cc3)CC2)cc1
    ?	/
COc1ccccc1/C=N/NC(=O)c1cc2c(ccc3ccccc32)o1
    ?	/
COC(=O)C1CCN(CC(N)=O)CC1
    i	/
COC(=O)[C@@H]1C[C@@]2(O)[C@H](O)[C@H](O)[C@H](O)C[C@H]2N1Cc1ccc(C(C)(C)C)cc1
    -2.3%	-3.5
O=C(CSCc1ccc(Br)cc1)N=Nc1c(O)[nH]c2ccccc12
    ?	/
CC(C)CCNC(=O)C1CCN(c2nnc(-n3cccc3)s2)CC1
    ?	/
O=C(Nc1ccccc1Cl)c1ccc(Cl)cc1Cl
    9.5%	9.9
CC(C)(C)c1ccccc1NC(=O)Cn1cnc2cc([N+](=O)[O-])ccc2c1=O
    ?	/
O=C1CCC(C(=O)N2CCC(O)CC2)CN1CCc1ccc(Cl)cc1 (stereo not drawn)
    19.7%	4.4
O=C(CSc1nc(=O)n(CCCN2CCOCC2)c2c1CCC2)Nc1ccc(F)cc1F
    ?	/
C=C(C)c1cccc(C(C)(C)NC(=O)N2CCN(c3ccccn3)CC2)c1
    10.2%	16.5
CCNC(=O)CSc1nc2ccccc2c(=O)n1CCCOC(C)C
    12.5%	-10.6
C/C(=N/Nc1ccc([N+](=O)[O-])cc1)c1ccc(C)cc1C
    ?	/
COc1ccc(CCNC(=S)NCc2cccs2)cc1OC
    -0.6%	-5.6
Cc1cc(F)ccc1S(=O)(=O)Nc1ccccc1C(=O)Nc1ccc2[nH]c(=O)[nH]c2c1
    ?	/
Cc1cccc2sc(NC(=O)CN3C(=O)C4CC=CCC4C3=O)nc12 (stereo not drawn)
    ?	/
C/C(=N/NC(=O)CN1CCN(S(=O)(=O)c2ccc(C)cc2)CC1)c1ccco1
    ?	/
COc1ccc(N(CC(=O)Nc2cc(Cl)ccc2OC)S(=O)(=O)c2c(C)[nH]c(=O)[nH]c2=O)cc1
    ?	/
Cc1ccc2nc(SCC(=O)c3ccc(Cl)s3)[nH]c2c1
    ?	/
CC(Nc1ccc(Br)cc1)C(=O)N/N=C/c1ccccc1OCc1ccccc1 (stereo not drawn)
    ?	/
COc1ccc(CCNC(=O)Nc2cc(F)c(F)cc2Cl)cc1OC
    ?	/
COCCCNCCOCCOc1ccc(Cl)cc1Br
    1.6%	1.6
Cc1ccc(C(=O)NC(C(=O)OCc2cn3cc(Cl)ccc3n2)C(C)C)cc1 (stereo not drawn)
    5.17µM*	6.3*
CC(C)CC(COCc1ccc([N+](=O)[O-])cc1)N1CCN(C(=O)c2ccc(C(F)(F)F)cc2)CCC1=O (stereo not drawn)
    ?	/
CC1CCN(C(=O)c2[nH]cnc2C(=O)N[C@@H](CCCCNC(=O)OC(C)(C)C)C(=O)OC(C)(C)C)CC1
    -1.7%	-11.2
CCOC(=S)N/C(=N\S(=O)(=O)c1ccccc1)c1ccccc1
    7.6%	-15.5
CCCNC(=O)c1c(N)n(-c2cccc(OC)c2)c2nc3ccccc3nc12
    -12.7%	-1.6
COC(=O)c1cc(C)ccc1OCc1ccc([N+](=O)[O-])cc1
    ?	/
CC1(C)CC(=O)C2=C(C1)OC(N)=C(C#N)C2Cc1ccccc1 (stereo not drawn)
    4.8%	17.2
Cc1cccc(N(CC(=O)NC2CCCC2)C(=O)CCC(=O)Nc2cc(C)on2)c1
    ?	/
CC12CC3CC(C)(C1)CC(C(O)CN1CCOCC1)(C3)C2 (stereo not drawn)
    ?	/
NC1=NC(=O)/C(=C\c2ccsc2)S1
    -8.0%	16.8

# High-throughput results: PubChem, National Center for Advancing Translational Sciences (NCATS)

# Only part of the results is shown; rates above refer to the full screens.
